mcGAS inh = blocks mouse cGAS activity | actives 0.15% (n = 160,000) | inhibition, % at 12.5 µM | Q8C6L5 | recombinant cGAS, Kinase-Glo ATP depletion luminescence;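 also: 0% = negative control wells and 100% = reference inhibitor with no enzyme activity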
hcGAS lum = inhibitors of human cGAS; Q8N884; recombinant h-cGAS, ATP depletion, Kinase-Glo luminescence; inhibition, % at 12.5 µM; actives 0.081% (n = 290,000);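 also: 0% = vehicle reaction and 100% = reaction without DNA for no activity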
Target sequence (Q8N884 whole entry, looked up): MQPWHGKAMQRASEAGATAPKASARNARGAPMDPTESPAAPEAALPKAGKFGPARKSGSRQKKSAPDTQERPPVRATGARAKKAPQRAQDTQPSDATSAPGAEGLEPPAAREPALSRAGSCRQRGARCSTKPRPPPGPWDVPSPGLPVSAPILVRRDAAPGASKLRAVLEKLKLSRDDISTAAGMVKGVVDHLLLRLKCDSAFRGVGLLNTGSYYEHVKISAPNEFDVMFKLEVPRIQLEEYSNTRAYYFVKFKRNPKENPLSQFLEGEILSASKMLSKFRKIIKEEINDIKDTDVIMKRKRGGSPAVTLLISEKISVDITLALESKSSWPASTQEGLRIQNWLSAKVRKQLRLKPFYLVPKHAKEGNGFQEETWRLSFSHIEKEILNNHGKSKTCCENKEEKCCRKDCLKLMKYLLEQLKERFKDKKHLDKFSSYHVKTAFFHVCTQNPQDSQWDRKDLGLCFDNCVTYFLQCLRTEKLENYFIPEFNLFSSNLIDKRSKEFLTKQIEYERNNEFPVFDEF
NPYLR7 ag = activates Aedes aegypti NPYLR7 receptor | HEK293T NPYLR7/Galpha15, GCaMP6s calcium fluorescence | activation, % at 10 µM | actives 0.15% (n = 270,000) | AID 1259423; in the data active = activation above about 40%;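 also: 0% = vehicle and 100% = reference agonist at the receptor; some compounds past the cut are filed as inactive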
* hit, by the source's call; · = not tested or not shown. Rule as the data show it, unless noted: active = inhibition above about 40%; inactive = the rest.

1) CCSc1nc2ncc(C#N)c(N)n2n1
2) C1CC(c2nc(C3CC3)no2)CN1 (stereo not drawn)
3) COCC(=O)NCC1c2cc(OC)c(OC)cc2CCN1C(=O)Nc1ccccc1OC (stereo not drawn)
4) CSCCNC(=O)C1(C)CCN1C(=O)c1ccc(C(C)(C)C)cc1 (stereo not drawn)
5) Cc1ccc(Cl)cc1-n1c(CNC(=O)c2cc(C(F)(F)F)cc(C(F)(F)F)c2)nnc1SCc1ccccc1
6) CCN1CCN(C(=O)C(C)Sc2nc3ccccc3c(=O)n2-c2ccc(C)cn2)CC1 (stereo not drawn)
7) Cc1ccc(C(NC(=O)C2CCN(CCCOc3ccccc3)CC2)c2ccccn2)cc1 (stereo not drawn)
8) CCc1ccc(/C=C2\Oc3c(ccc4c3CN(C3CCS(=O)(=O)C3)CO4)C2=O)cc1 (stereo not drawn)
9) O=C(OCc1nnc(-c2cccs2)o1)c1cc2c(s1)CCCC2
10) Cc1ccc(Cc2nc(N3CCN(C(=O)c4cccs4)CC3)c3cnn(-c4ccccc4)c3n2)cc1

assay / compound | 1 | 2 | 3 | 4 | 5 | 6 | 7 | 8 | 9 | 10
mcGAS inh | -8 | 1 | -4 | -5 | -4 | · | -2 | -1 | · | -6
hcGAS lum | -5 | 8 | -10 | -4 | -4 | -5 | -5 | 0 | -4 | 0
NPYLR7 ag | -1 | · | 32 | -2 | 11 | 6 | -2 | 66* | 3 | -5

11) COc1ccc(CCNS(=O)(=O)c2ccccc2)cc1
12) CN(C)c1ccc(NC(=O)N2CCC(N3CCCC3)C2)cc1Cl (stereo not drawn)
13) O=C(CCC1(Cc2cccs2)CCC(=O)N1)NCC1COc2ccccc2O1 (stereo not drawn)
14) COc1ccc(Nc2ccc3c(c2)=NC2(CCCCC2)[N+]=3[O-])cc1
15) CCOC(=O)Cc1csc(NC(=O)c2cc(-c3ccccc3)nc3ccccc23)n1
16) Cc1ccccc1Cn1c(C)c(N2CCOCC2)c(C)c1C(=O)NCCN1CCOCC1
17) O=C(C1CCOCC1)N(CC1CCN(Cc2ccccc2F)CC1)CC1CCCO1 (stereo not drawn)
18) Cc1ccc(C)n1-c1c(C(=O)NC2COc3ccccc32)cnn1C (stereo not drawn)
19) CCn1c(SCC(=O)c2cc(C)n(C3CC3)c2C)nnc1C1CC1
20) FC(F)(F)c1ccc(NCC2CCCO2)nc1 (stereo not drawn)

assay / compound | 11 | 12 | 13 | 14 | 15 | 16 | 17 | 18 | 19 | 20
mcGAS inh | -6 | · | · | · | -6 | -5 | · | · | · | ·
hcGAS lum | 0 | -17 | -9 | -10 | -3 | -7 | -11 | -12 | -8 | 0
NPYLR7 ag | -3 | 7 | 15 | -17 | 1 | 27 | 5 | 3 | 7 | 1

21) NC(=O)c1ccccc1NC(=O)CCN1C(=O)c2cccc([N+](=O)[O-])c2C1=O
22) COCC(C)NC(=O)C(C)SCc1nc2scc(-c3ccccc3)c2c(=O)[nH]1 (stereo not drawn)
23) COc1ccc(-n2c(CCC(=O)NCc3ccccc3OC)ccc2-c2ccc(Cl)cc2)cc1
24) Cc1cccc(N(C)c2cc(-c3ccc(F)cc3)nc3ccnn23)c1
25) CNC(=O)c1cccc(NC(=O)CCC(=O)c2cc(C)ccc2OC)c1
26) CCCN(CCO)C(=O)c1ccccc1I
27) C#CCN1C(=O)c2ccccc2S1(=O)=O
28) Cc1nc(C)c(C(=O)Nc2c(C)nc3ccccn3c2=O)s1
29) COc1ccc2c(=O)c3c(=O)n(-c4ccccc4)c(C4CCCCC4)nc3oc2c1
30) CCCS(=O)(=O)N1CCN(CC2CC=CCC2)CC1 (stereo not drawn)

assay / compound | 21 | 22 | 23 | 24 | 25 | 26 | 27 | 28 | 29 | 30
mcGAS inh | -2 | -8 | -9 | -2 | · | · | · | · | · | ·
hcGAS lum | -2 | -8 | -4 | -4 | -2 | 6 | 4 | 0 | -6 | -2
NPYLR7 ag | -5 | 1 | 0 | -2 | 1 | -16 | 0 | -1 | 5 | 13

31) CCCCSc1nnc2c(n1)OC(c1ccc(OC)c(OC)c1)Nc1ccccc1-2 (stereo not drawn)
32) Cc1ccc2c(n1)O[C@H](COc1ccccc1)CN(Cc1ccc3c(c1)OCO3)C2=O
33) CN(C)CCNc1ccccc1CN
34) COc1ccc(OC)c2sc(N(Cc3cccnc3)C(=O)c3ccc(Br)s3)nc12
35) Cc1nn(-c2ccccc2)c(Cl)c1CN(C)C(C1CC1)C1CC1
36) O=C(c1[nH]cnc1-c1ccccc1)N1CCCC(Nc2ccc(F)cc2)C1 (stereo not drawn)
37) CN(C)CCCN(C(=O)CN1C(=O)CCC1=O)c1nc2ccc(Br)cc2s1
38) CCCC(C)NC(=O)CSc1nnc(Nc2ccc(CC)cc2)s1 (stereo not drawn)
39) COCCNC(=O)c1ccc(OC2CCN(Cc3ccc4nonc4c3)CC2)c(Cl)c1
40) Cc1c(C(=O)NCc2nnc(SCC(=O)Nc3nc4ccccc4s3)n2-c2ccccc2)cccc1[N+](=O)[O-]

assay / compound | 31 | 32 | 33 | 34 | 35 | 36 | 37 | 38 | 39 | 40
mcGAS inh | 2 | -4 | · | 0 | -17 | · | -7 | -4 | · | ·
hcGAS lum | 3 | 3 | -6 | 3 | -5 | -2 | -3 | 0 | -8 | 0
NPYLR7 ag | -9 | -9 | 18 | -16 | 7 | 7 | 6 | -2 | 4 | -6

41) Cc1ccoc1C(=O)NCCN1CCC(c2ccccc2)C1 (stereo not drawn)
42) CCOc1cccc(-c2nc(C(N)=O)c3[nH]c(=O)n(-c4ccc(C)cc4)c3n2)c1O
43) C=CCN(Cc1ccc2c(c1)OCCO2)Cc1ccccn1
44) Cc1ccc(-n2c(C)cn3c4c(=O)n(C)c(=O)n(C)c4nc23)c(C)c1
45) CSc1ccc(C(=O)N2CC(=O)N(CC(O)COC(C)(C)C)CC(C)(C)C2)cc1 (stereo not drawn)
46) CCc1nc2ccc(C(=O)Nc3ccc(OC)c(OC)c3)cn2c1N(C)CCCc1ccccc1
47) Cn1c(=O)n(Cc2ccc(Cl)c(Cl)c2)c(=O)c2c1nc1n2CCCN1Cc1ccco1
48) COc1ccc(CCN(Cc2cccs2)C(=O)CN(C(=O)Nc2ccc(Cl)cc2Cl)C2CC2)cc1OC
49) Cc1cc(CN2CCC(CNC(=O)c3ccc(F)cc3F)C2)on1 (stereo not drawn)
50) CN(CC(=O)Nc1ccc(F)cc1)C(=O)Cc1coc2cc3c(cc12)CCC3

assay / compound | 41 | 42 | 43 | 44 | 45 | 46 | 47 | 48 | 49 | 50
mcGAS inh | · | · | · | · | -5 | -2 | -6 | -5 | -22 | ·
hcGAS lum | -5 | 4 | -1 | -5 | -1 | -6 | -4 | -9 | -3 | -10
NPYLR7 ag | 0 | 2 | 20 | -2 | 29 | 20 | 7 | -1 | 2 | 0

Complete entries from above. Values in the order: mcGAS inh	hcGAS lum	NPYLR7 ag
Cc1cc(CN2CCC(CNC(=O)c3ccc(F)cc3F)C2)on1 (stereo not drawn) is entered as -22	-3	2
C=CCN(Cc1ccc2c(c1)OCCO2)Cc1ccccn1 is entered as ·	-1	20
CCOc1cccc(-c2nc(C(N)=O)c3[nH]c(=O)n(-c4ccc(C)cc4)c3n2)c1O is entered as ·	4	2
CSc1ccc(C(=O)N2CC(=O)N(CC(O)COC(C)(C)C)CC(C)(C)C2)cc1 (stereo not drawn) is entered as -5	-1	29

The list continues.
51) CN(CCCNC(=O)C1CC(=O)N(N(C)c2ccccc2)C1)c1ccccc1 (stereo not drawn)
52) CN(Cc1ccc(C(F)(F)F)cc1)c1ncc(S(N)(=O)=O)s1
53) Cc1ccc(OCCN2CCC2(C)C(=O)Nc2cccc(Br)c2C)cc1 (stereo not drawn)
54) COc1ccccc1N1CCN(C2CCCN(CCCC3CCCC3)C2)CC1 (stereo not drawn)
55) O=C(NCCN1CCCC1)c1ccc(-c2cc(-c3cccc(C(F)(F)F)c3)n[nH]2)cc1
56) CCc1ncc2c(n1)CN(C(=O)c1c(-c3ccccc3)ccnc1C)C2
57) CCOC(=O)c1sc(N)c(C#N)c1COC(=O)c1c(CC)noc1C
58) COc1ccc(F)c(CN2CCCC3(CCN(C(=O)CCn4ccc(=O)[nH]c4=O)C3)C2)c1 (stereo not drawn)
59) CC(C)CCn1c(O)c(N=Nc2ccc(C(F)(F)F)cn2)c2ccccc21
60) COC(=O)c1ccc(N2C(=O)CSC2c2ccc(Br)cc2)cc1 (stereo not drawn)

assay / compound | 51 | 52 | 53 | 54 | 55 | 56 | 57 | 58 | 59 | 60
mcGAS inh | -3 | · | · | · | -6 | · | · | · | -15 | -2
hcGAS lum | -5 | -7 | -4 | -8 | -4 | -1 | 3 | -8 | -6 | 0
NPYLR7 ag | -7 | 8 | 8 | 8 | · | 23 | 3 | 3 | 3 | -2

61) C=CCc1c(C)nc2c(-c3ccccc3)cnn2c1NCc1ccccc1
62) O=C(Nc1ccccc1)c1cc(C2CCCN(C(=O)C/C=C/c3ccccc3)C2)on1 (stereo not drawn)
63) COc1ccc(CN2CCN(Cc3ccc(C)o3)C(CCO)C2)c(F)c1 (stereo not drawn)
64) COc1ccc(NC(=S)N2CC(=O)N3CCc4c(F)cccc4C3C2)c(C)c1 (stereo not drawn)
65) O=C1CCC(C(=O)NC2CCCOc3c2ccc2ccccc32)CN1 (stereo not drawn)
66) COc1cccc(NCc2nnc(SC3CCOC3=O)n2C2CCCCC2)c1 (stereo not drawn)
67) O=C(COc1ccccc1)NC(c1ccccc1)C1CC1 (stereo not drawn)
68) Cc1noc(-c2cccnc2)c1C(=O)NCc1ccncc1
69) C=CCn1c(=O)c2c(nc3n(-c4ccccc4O)c(C)c(C)n23)n(C)c1=O
70) CC(=O)Nc1ccc(-c2ccnc3c2CC(C(=O)NCC2CC2)O3)cc1 (stereo not drawn)

assay / compound | 61 | 62 | 63 | 64 | 65 | 66 | 67 | 68 | 69 | 70
mcGAS inh | -7 | -6 | -2 | -4 | · | · | -4 | -4 | -8 | -8
hcGAS lum | -6 | -8 | 4 | -5 | -7 | -10 | 0 | -7 | -6 | -5
NPYLR7 ag | -2 | 5 | -5 | 21 | 9 | 8 | -1 | 17 | 5 | 8

Molecules listed so far with a nitro group on carbon, in the order listed:
21) NC(=O)c1ccccc1NC(=O)CCN1C(=O)c2cccc([N+](=O)[O-])c2C1=O
40) Cc1c(C(=O)NCc2nnc(SCC(=O)Nc3nc4ccccc4s3)n2-c2ccccc2)cccc1[N+](=O)[O-]

assay / compound | 21 | 40
mcGAS inh | -2 | ·
hcGAS lum | -2 | 0
NPYLR7 ag | -5 | -6

Ordered by length of the SMILES (descending): some entries from above
62) O=C(Nc1ccccc1)c1cc(C2CCCN(C(=O)C/C=C/c3ccccc3)C2)on1 (stereo not drawn)
61) C=CCc1c(C)nc2c(-c3ccccc3)cnn2c1NCc1ccccc1
67) O=C(COc1ccccc1)NC(c1ccccc1)C1CC1 (stereo not drawn)

assay / compound | 62 | 61 | 67
mcGAS inh | -6 | -7 | -4
hcGAS lum | -8 | -6 | 0
NPYLR7 ag | 5 | -2 | -1

Quoted from the listing:
Result of compound 64 in hcGAS lum: -5
Result of compound 69 in NPYLR7 ag: 5
Result of compound 66 in NPYLR7 ag: 8
Result of compound 68 in mcGAS inh: -4
Result of compound 61 in hcGAS lum: -6

More results
71) CC1CCCCC1=NNC(=S)NC1CCCCC1 (stereo not drawn)
72) CCOc1ncccc1-c1cnn(CC(=O)NC)c1
73) CC(C)CN1N=C(c2ccc(F)cc2)Cn2c1nc1c2c(=O)n(C)c(=O)n1C
74) CC(Oc1cccc(F)c1)C(=O)NCCOc1ccc2nnc(-c3ccc(F)cc3)n2n1 (stereo not drawn)
75) COc1ccc(S(=O)(=O)N(CC(=O)Nc2ccccc2C)c2ccc(C)cc2)cc1OC
76) O=C(CSc1ccc(-c2cccc([N+](=O)[O-])c2)nn1)N1CCCCC1
77) COc1ccc(-n2c(SCC(=O)N3CCN(C(=O)c4ccc(OC)cc4OC)C(C)C3)nnc2-c2ccco2)cc1 (stereo not drawn)
78) O=C1OC(c2cccc(F)c2)=NC1=Cc1ccc(Cl)s1
79) CC(=O)c1c(C)nn(CC(=O)N2CCNCC2C(=O)N2CCCC2)c1C (stereo not drawn)
80) CN=c1scc(-c2[nH]c(C)c(C(=O)OC)c2C)n1C

assay / compound | 71 | 72 | 73 | 74 | 75 | 76 | 77 | 78 | 79 | 80
mcGAS inh | · | · | -9 | -9 | -6 | -7 | -2 | · | -1 | ·
hcGAS lum | -11 | -1 | -6 | -6 | -5 | -1 | 2 | -9 | -1 | -4
NPYLR7 ag | -7 | -6 | -1 | -2 | -1 | 2 | 2 | 1 | 1 | 9

81) Cc1ccc(C(=O)Nc2cc(C(=O)N(C)C)ccc2F)cc1F
82) Cc1cc2nc(CN3CCOC(C(F)(F)F)C3)cc(=O)n2[nH]1 (stereo not drawn)
83) COC(=O)C1=C(C)N(C)C(C)=C(C(=O)OC)C1c1cccc(OC)c1
84) COc1ccc(Cl)c2sc(NCCN(C)C)nc12
85) O=C(Nc1cc(Oc2cccnc2)cc([N+](=O)[O-])c1)c1cc2nc(-c3ccc(F)cc3)cc(C(F)(F)F)n2n1

assay / compound | 81 | 82 | 83 | 84 | 85
mcGAS inh | · | -16 | 0 | · | -7
hcGAS lum | -18 | -4 | 0 | -10 | -2
NPYLR7 ag | 8 | 6 | -3 | 2 | 0

Assay outcomes: PubChem, Fisher Drug Discovery Resource Center
